Screening data: PubChem BioAssay, Broad Institute
Rtt109 HAT inh: inhibitors of C. albicans Rtt109/Vps75 HAT, primary screen, biochemical, ThioGlo CoA-SH fluorescence, plate reader | Histone acetyltransferase RTT109 (Candida albicans (strain SC5314 / ATCC MYA-2876)), … | purified Rtt109/Vps75, 4 h | inhibition, % at 34.9 µM | 0.16% of 330,000 active | AID 540336, 2011;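 active means inhibition of at least 50% in every replicate; inconclusive means best replicate reaches 50% inhibition but some replicates fall short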
Target sequence (Q5AAJ8 whole entry, looked up): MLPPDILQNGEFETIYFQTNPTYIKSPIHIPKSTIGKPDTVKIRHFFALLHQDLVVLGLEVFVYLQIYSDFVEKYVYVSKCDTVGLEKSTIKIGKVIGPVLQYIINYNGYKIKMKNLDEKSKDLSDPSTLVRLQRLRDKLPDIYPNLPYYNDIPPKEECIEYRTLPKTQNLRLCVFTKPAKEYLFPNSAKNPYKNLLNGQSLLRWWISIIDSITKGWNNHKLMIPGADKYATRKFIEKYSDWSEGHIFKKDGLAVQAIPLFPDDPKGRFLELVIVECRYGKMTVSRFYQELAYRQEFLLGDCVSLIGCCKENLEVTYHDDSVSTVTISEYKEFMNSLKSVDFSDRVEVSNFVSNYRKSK
PfHsp90 yeast 2: growth inhibition of PfHsp90-expressing yeast, primary screen, antimalarial PfHsp90 inhibitor project, S. cerevisiae, BacTiter-Glo luminescence, single point, set 2; BacTiter-Glo ATP, 48 h; yeast lacking PDR1 and PDR3 efflux regulators; inhibition, % at 9.4 µM; 0.32% of 310,000 active;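 active means every replicate shows inhibition above about 80%, whatever the replicate mean, limit read from the data; inconclusive means mean inhibition reaches the set limit but some replicate falls short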;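 further: 0% = DMSO neutral controls and 100% = 20 µM radicicol positive controls; yeast relying on Plasmodium falciparum Hsp90 in place of its own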
MITF TRPM1 HTS: activators of MITF-driven TRPM1 promoter reporter, primary screen, cell-based, SK-MEL-5, luciferase, single point; SK-MEL-5 TRPM1-promoter luciferase, 24 h; % of positive control, neutral wells = 0; activation, % at 12.5 µM; 0.75% of 300,000 active; AID 588334, 2011;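 active means mean activation of at least 80% with every replicate also reaching 80%; inconclusive means mean reaches 80% but some replicate falls short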;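 further: 0% = neutral control wells and 100% = parthenolide positive control wells; values of inactives mirror those of a sister screen read the other way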
NSD2 HMT inh: NSD2 histone methyltransferase inhibitors, primary screen, biochemical, AlphaScreen, single concentration, set 2; Histone-lysine N-methyltransferase NSD2 (Homo sapiens), O96028; NSD2 peptide methylation, 120 min; inhibition, % at 12.5 µM; 0.54% of 310,000 active; in the data active means inhibition above about 50%
SR-BI DiI inh: inhibitors of SR-BI mediated HDL lipid uptake, primary screen, ldlA[mSR-BI] cells, fluorescence, single point | Scavenger receptor class B member 1 (Mus musculus), Q61009 | ldlA[mSR-BI] CHO cells, DiI-HDL uptake fluorescence, 3 h | inhibition, % at 12.5 µM | 0.96% of 320,000 active | AID 488896, 2010;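 active means mean replicate inhibition of at least 70% and a set share of replicates each scoring 70 or more; inconclusive means meets just one of the two criteria; inactive means fails both criteria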;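 further: 0% = median of neutral control wells and 100% = median of positive control wells; values of inactives mirror those of a sister screen read the other way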
SR-BI uptake up: activators of SR-BI mediated DiI-HDL uptake, primary screen, ldlA[mSR-BI] CHO cells, DiI fluorescence; 3 h; 100 = double the neutral-control signal; activation, % at 12.5 µM; 0.096% of 320,000 active;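 active means mean replicate activation of at least 60% and every replicate at or above 60%; inconclusive means mean or all-replicate condition met, but not both; inactive means mean below 60% and not all replicates reaching 60%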;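 further: 0% = median plate neutral-control signal and 100% = twice that signal; values of inactives mirror those of a sister screen read the other way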
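material = CHO ldlA[mSR-BI] cells | medium = Ham's F12 with 0.5% BSA, HEPES 25 mM, pH 7.4 | reagent = fluorescent DiI-HDL, 10 µg/mL final | compound dosing = single-point compound dose | incubation = 3 h, 37 °C | measured by = bottom-read fluorescence, 550/595 nm | measure = HDL uptake via cellular fluorescence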
PvdQ inh: P. aeruginosa PvdQ acylase inhibitors, primary screen, biochemical, fluorescence, plate reader and imaging, single point; 0.063% of 340,000 active; PvdQ acylase [Pseudomonas aeruginosa LESB58]; inhibition, % at 10 µM; purified PvdQ acylase; in the data active means inhibition above about 30%, passing the limit was not always enough; inconclusive means no clear call, values can overlap the other calls;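 further: 0% = vehicle neutral wells and 100% = reference inhibitor wells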
CAL PDZ FP-1: untagged CAL PDZ binding inhibitors, primary screen, biochemical, fluorescence polarization, HTS | Golgi-associated PDZ and coiled-coil motif-containing protein (Homo sapiens), Q9HD26 | AID 602252, 2012 | 0.92% of 300,000 active | purified CAL PDZ, TMR-peptide fluorescence polarization, 1 h | inhibition, % at 24.9 µM;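 active means mean inhibition of at least 30% with at least half of replicates also reaching 30%; inconclusive means no clear call, values can overlap the other calls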;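 further: 0% = DMSO neutral control and 100% = excess unlabeled competitor peptide PRC23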
dFosB activator: activators of delta FosB homodimer, primary screen, biochemical, fluorescence polarization, TAMRA-CDK5 oligo, single point. activation, % at 25 µM. Protein FosB (Mus musculus), P13346. 0.99% of 340,000 active. purified delta FosB; percent of positive-control signal above neutral wells;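 active means mean activation above about 17%, with every replicate also reaching it, limit read from the data, passing the limit was not always enough; inconclusive means only one of the two conditions met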;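 further: fluorescence polarization rise as delta FosB binds a TAMRA Cdk5 AP-1 oligo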
Target sequence (P13346 whole entry, looked up): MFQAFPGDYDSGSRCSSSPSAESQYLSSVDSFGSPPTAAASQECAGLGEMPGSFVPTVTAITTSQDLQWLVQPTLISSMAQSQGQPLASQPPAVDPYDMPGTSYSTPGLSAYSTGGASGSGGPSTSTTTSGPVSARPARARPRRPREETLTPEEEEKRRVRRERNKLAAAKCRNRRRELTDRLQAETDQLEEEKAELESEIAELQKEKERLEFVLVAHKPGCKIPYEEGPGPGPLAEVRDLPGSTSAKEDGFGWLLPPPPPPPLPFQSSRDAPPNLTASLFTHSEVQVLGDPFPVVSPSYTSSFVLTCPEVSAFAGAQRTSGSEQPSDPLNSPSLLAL
CAL PDZ FP-2: CAL PDZ peptide-binding inhibitors, primary screen, biochemical, fluorescence polarization, Cer-tagged CAL PDZ, HTS; purified CAL PDZ, TMR-peptide fluorescence polarization, 1 h; inhibition, % at 20 µM; 0.02% of 330,000 active; AID 504414, 2011;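 active means highest replicate inhibition of at least 40%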;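 further: plate controls were DMSO neutral control wells for no effect and unlabeled competitor peptide control wells for full effect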
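Assay system – tagged CAL PDZ protein CerCALP, purified · Timing – 1 h at RT · Compound – single point, 20 µM · Measured by – fluorescence polarization from S- and P-plane intensities, G-factor corrected · Evaluation – inhibition from polarization loss · Probe or stimulus – TMR reporter peptide T*-PRC34 · Buffer or medium – pH 7.4 phosphate-saline buffer, reducing agent, detergent, IgG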
* = called active by the depositor; ? = inconclusive; / = not tested or not shown. Outcome played no part in choosing rows. Share with any hit: about 4.3%.

Results follow in this order: Rtt109 HAT inh	PfHsp90 yeast 2	MITF TRPM1 HTS	NSD2 HMT inh	SR-BI DiI inh	SR-BI uptake up	PvdQ inh	CAL PDZ FP-1	dFosB activator	CAL PDZ FP-2
1) CC1CN(C(=O)COC(=O)c2cnc(Cl)c(Cl)c2)CC(C)O1 (configuration not stated)
 : 7	/	3	-1	-5	5	-10	/	3	-0.2
2) COc1ccc(N(Cc2ccccc2)C(=O)CSc2nnc(Cn3nnc4ccccc43)o2)cc1
 : 7	-3	-29	1	12	-12	9	-3	-8	-2.9
3) COc1ccc(/C=N/Nc2ccc([N+](=O)[O-])cc2)cc1O
 : 9	6	104*	1	34	-34	7	2	-3	2.7
4) COCc1c(C(=O)N/N=C/c2cccc3ccccc23)nnn1-c1nonc1N
 : -6	-16	1	-3	39	-39	-6	1	8	-2.4
5) CC(C)CC(c1nnnn1C(C)C)N1CCN(c2cccc(Cl)c2)CC1 (configuration not stated)
 : -3	8	-7	/	34	-34	-18	-4	-14	-1.1
6) O=C(COC(=O)c1ccc([N+](=O)[O-])s1)Nc1cccc(S(=O)(=O)NC2=NCCCCC2)c1
 : -3	-11	3	/	-3	3	-1	0	-2	0.6
7) Cc1cccc(-c2nc(CN3CCCC(C(=O)NC4CCCCCC4)C3)c(C)o2)c1 (configuration not stated)
 : 20	23	/	/	6	-6	0	12	-6	-3.3
8) Nc1nc(N)nc(C2C=CCCC2)n1 (configuration not stated)
 : /	3	-2	/	-4	4	4	-3	-5	-2.4
9) C=CCN(CC=C)Cc1c(O)ccc2c1oc(=O)c1ccccc12
 : -10	-12	9	51*	18	-18	-5	-2	-23	-4.0
10) COc1ccc(CNC(=S)NC2CCCC2)cc1
 : -3	12	-8	0	-17	17	-8	-2	6	-0.4
11) C/C=C/c1ccc(OCCCCOc2ccccc2F)c(OC)c1
 : -34	-6	-1	-3	-9	9	-13	-2	-5	-1.3
12) COc1ccc(S(=O)(=O)N2CCCCCC2)cc1C(=O)N(C)CCOc1ccccc1
 : 5	/	-2	-1	-24	24	-12	-1	-12	-2.7
13) Cc1ccnc(Nc2nc(-c3ccc(F)cc3)cs2)c1
 : 3	0	/	-1	41	-41	9	-1	2	-0.8
14) O=C(Cc1ccsc1)Nc1ccc(Cl)cc1Cl
 : 27	-3	22	0	61	-61	-3	2	-3	-2.7
15) O=C(OCn1nnc2ccccc2c1=O)c1ccc2ncsc2c1
 : 2	-22	7	0	-9	9	-14	-5	-14	-2.4
16) Cc1cc2oc(=O)cc(CN3CCCc4ccccc43)c2cc1C
 : /	3	-22	5	36	-36	6	-3	-16	-1.0
17) CCOc1ccc(CCNC(=O)c2ccc(CS(=O)Cc3cccc(Cl)c3)o2)cc1 (configuration not stated)
 : 4	4	5	2	12	-12	-12	0	-10	-1.5
18) CC1(c2ccc(Cl)cc2)NC(=O)N(CC(=O)Nc2ccc(N3CCCCC3)cc2)C1=O (configuration not stated)
 : -4	-3	-7	4	41	-41	2	7	2	-0.3
19) CCCC(=O)c1c[nH]c(C(=O)N2CCOCC2)c1
 : -4	10	-7	0	7	-7	-1	-3	-4	-1.2
20) CCc1oc(C(=O)O)cc1COC
 : -5	6	-6	-3	11	-11	2	-1	3	-1.2
21) COc1ccccc1Oc1ccc(S(=O)(=O)N2CCOCC2)cc1S(=O)(=O)N1CCOCC1
 : 3	4	-3	0	-8	8	-1	-4	-7	-1.2
22) CC(C)C(=O)NNC(=O)c1cc2sccc2s1
 : 1	-14	5	4	?	-70	-15	1	0	-0.7
23) COCCSc1nc2sc3c(c2c(=O)n1-c1ccccc1)CCN(C)C3
 : 7	5	8	/	2	-2	4	2	-6	-1.8
24) CC(C)(C)C(=O)NC1CC2CCCC(C1)N2C(=O)Nc1cccc(Cl)c1 (configuration not stated)
 : 1	-5	/	-4	7	-7	-6	2	-9	-0.8
25) O=C1CC(Nc2ccc(N3CCOCC3)cc2)C(=O)N1CCc1ccccc1 (configuration not stated)
 : -4	6	-8	2	4	-4	-8	-1	-6	-1.9
26) CCN(CC)CCOc1ccc(C=NNc2nc3c([nH]2)c(=O)n(C)c(=O)n3C)cc1
 : 0	8	8	51*	57	-57	14	-5	-12	0.4
27) O=C1CC(C(=O)N(c2ccc(F)cc2)C(C(=O)NC2CCCC2)c2ccccn2)CS1 (configuration not stated)
 : -3	-9	-7	-1	-15	15	0	-5	2	1.5
28) O=C(CN1CCN(c2ccccn2)CC1)Nc1ccc(F)c(F)c1
 : -6	0	-8	-1	-6	6	-10	-2	1	-2.2
29) O=C(CN(C(=O)CCC(=O)Nc1nccs1)c1ccc(F)c(Cl)c1)NCc1ccco1
 : 0	12	-7	0	4	-4	-25	/	-14	0.4
30) COCCNC(=S)NN=C1CCCCC1
 : -5	27	-2	1	0	0	-11	-1	-3	-1.0
31) Cc1ccc(S(=O)(=O)NC(C)C(=O)OCC(=O)N(C)c2ccccc2)cc1 (configuration not stated)
 : 5	/	-5	1	-12	12	-15	0	-4	-0.9
32) C=CCn1c(SCC(=O)OCC)nc(C(F)(F)F)cc1=O
 : 1	6	-15	0	3	-3	7	9	-9	1.1
33) COc1cc(S(=O)(=O)NCc2ccncc2)c(OC)cc1C
 : -7	-13	-13	8	-4	4	-11	7	8	-2.1
34) CC1Oc2ccccc2N(CC(=O)NCc2ccc3c(c2)OCO3)C1=O (configuration not stated)
 : -5	11	56	0	-5	5	-15	0	3	-0.5
35) Cn1sc(NC(=O)c2ccc(Cl)cc2)nc1=O
 : -3	-5	/	0	-4	4	-3	-5	1	-0.2
36) Cc1cc(C)c(C)c(OCc2nc(-c3cccnc3)no2)c1
 : 4	2	/	-1	7	-7	3	1	2	-0.4
37) Cc1ccc(-c2nn(-c3ccccc3)c3[nH]c(=O)c(CNCc4ccccc4)cc23)cc1
 : 0	11	-2	-2	35	-35	-9	-1	21*	-3.2
38) Cc1cnc(NC(=O)C2CC=CCC2)s1 (configuration not stated)
 : 1	-43	27	-1	/	/	-6	6	-5	-0.8
39) CCC(=O)c1ccc(N2CCCCCC2)c(F)c1
 : -3	-9	54	0	-1	1	-4	-3	0	-1.1
40) CCOc1ccccc1N1C(=O)c2ccc(C(=O)O)cc2C1=O
 : -12	-1	2	2	-9	9	-9	-2	10	-1.2
41) COc1cc(C2=NOC(C(=O)Nc3cc(C)on3)C2)cc(OC)c1OC (configuration not stated)
 : 3	-5	0	-1	-6	6	-5	0	0	0.4
42) CCOC(=O)c1sc(N(C)C)nc1-c1ccccc1
 : -3	-2	-4	0	/	/	-2	-5	4	-0.1
43) COc1ccc(NC(=O)CCCC2=NS(=O)(=O)c3ccccc3N2)cc1
 : 7	12	/	/	-9	9	-10	/	5	-0.7
44) O=C1CCCN1CCCNc1ncnc2sccc12
 : -4	-4	-10	-1	-4	4	2	-3	-2	-2.7
45) COc1ccc(/C=N/Nc2nc(N3CCCCC3)nc(N3CCCCC3)n2)cc1[N+](=O)[O-]
 : -1	-3	2	35	18	-18	-6	0	4	-1.5
46) CCCCCC(=O)Nc1ccccc1N1CCN(c2ccccc2)CC1
 : 4	6	1	-1	29	-29	-2	-4	-10	-1.5
47) O=C(COC(=O)c1cccc(S(=O)(=O)N2CCOCC2)c1)Nc1ccc2c(c1)OCO2
 : -3	-12	-15	1	8	-8	-11	1	2	-2.5
48) CN1CCN(C(=O)Nc2cccc(-c3ccccc3)c2)CC1
 : 2	16	-6	-1	/	/	-4	0	-2	-2.8
49) COc1ccc(S(=O)(=O)NCC(c2ccc3c(c2)OCO3)N2CCOCC2)cc1 (configuration not stated)
 : 3	/	0	-2	-3	3	-6	-5	0	-1.6
50) CN(C)c1ccc(CNc2ccc3c(c2)ncn3C(C)(C)C)cc1
 : 1	-2	-3	12	-29	29	9	4	-5	0.3
51) O=C(NCc1ccccc1)c1cnsn1
 : -7	12	20	-1	-10	10	4	/	5	0.3
52) CCOC(=O)C1=C(O)/C(=C\c2cccc(OC)c2)N=C1C
 : 2	-16	0	/	-9	9	8	1	-2	-2.4
53) CCN1CCN(c2nc3c(c(=O)n(C)c(=O)n3C)n2CCSc2nccc(C)n2)CC1
 : -19	-49	/	28	-17	17	-11	-2	-9	-0.7
54) O=C(NCCNc1ccc([N+](=O)[O-])cc1C(F)(F)F)c1ccccc1
 : 25	-9	-1	18	28	-28	-8	-4	-4	-0.7
55) CC(C)CN1C(=O)C(NC(=O)C2CC2)(C(F)(F)F)C2=C1CC(C)(C)CC2=O (configuration not stated)
 : -2	-1	-22	-6	-14	14	-3	-3	-1	-1.3
56) Cc1cccc(NC(=S)Nc2ccccn2)c1C
 : 2	-10	-10	-1	-9	9	-15	-4	-9	-0.9
57) CC(NC(=O)c1ccc(Cl)cc1)c1nnc(SCC(=O)NC2=NCCS2)n1C (configuration not stated)
 : 1	-6	-1	-3	-2	2	10	-2	-8	-0.9
58) Clc1ccccc1CN1CCSCC1
 : -1	9	6	1	2	-2	-15	2	-4	0.5
59) Cc1ccc(OC/C(=N\O)C(C)(C)C)c([N+](=O)[O-])c1
 : 17	14	29	-2	9	-9	12	-1	-3	-1.3
60) COC(=O)CSc1nc2cc(C)ccc2cc1C#N
 : -2	-11	75	/	28	-28	-11	-3	-15	-0.9
61) COc1ccc(CNC(=O)c2cc(C)nc3ccccc23)cc1OC
 : -2	-92	-6	-2	-14	14	-1	-3	-1	-2.4
62) CCn1c(=O)c(=O)[nH]c2cc(C(=O)NC3CCCC3)ccc21
 : 3	3	-13	-1	-20	20	10	-4	9	-0.3
63) O=C(COc1ccccc1Cl)NCCCN1CCOCC1
 : -5	3	-9	3	-19	19	-13	10	-1	0.9
